From PubChem
Menin-MLL TR inh: qHTS Assay for Inhibitors Targeting the Menin-MLL Interaction in MLL Related Leukemias: Competition With Texas Red Labeled MLL-derived Mutant Peptide; Potency, µM (top dose mostly 61.6 µM), for inactives: at the top dose FP activity change, negative = inhibition, most hits filed as inhibitors; 270,000 tested, 0.23% active; Menin + Texas Red MLL mutant peptide, fluorescence polarization; O00255; active = well fitted inhibition curve with a large enough effect in the polarisation, with a control signal flat, not every such curve was filed as active; inconclusive = small, poorly fitted or top-dose-only effect, or effect the other way, or a change in a side signal; inactive = no such curve, though single readings can be large or run the other way; the % refers to the polarisation; also: potency is read from the fitted curve at half-maximal effect; % of control where 0% means no effect; many of its hits are not listed in these tables
TSG101-PTAP inh: qHTS Assay for Iinhibitors of HIV-1 Budding by Blocking the Interaction of PTAP/TSG101; Tumor susceptibility gene 101 protein (Homo sapiens), Q99816; Fluorescence polarization, FITC-PTAP peptide / Tsg101 binding; Potency, µM (titrated, usually from 115 µM), without a hit: top-dose activity change, negative = inhibition, most hits filed as inhibitors; 340,000 tested, under 10 active; AID 493005, 2010; active = well fitted inhibition curve with a large enough effect in the main read-out, with a control signal flat, not every such curve was filed as active; inconclusive = small, poorly fitted or top-dose-only effect, or effect the other way, or a change in a side signal; inactive = no such curve, though single readings can be large or run the other way; also: potency is read from the fitted curve at half-maximal effect; % of control where 0% means no effect
Target sequence (Q99816 whole entry, looked up): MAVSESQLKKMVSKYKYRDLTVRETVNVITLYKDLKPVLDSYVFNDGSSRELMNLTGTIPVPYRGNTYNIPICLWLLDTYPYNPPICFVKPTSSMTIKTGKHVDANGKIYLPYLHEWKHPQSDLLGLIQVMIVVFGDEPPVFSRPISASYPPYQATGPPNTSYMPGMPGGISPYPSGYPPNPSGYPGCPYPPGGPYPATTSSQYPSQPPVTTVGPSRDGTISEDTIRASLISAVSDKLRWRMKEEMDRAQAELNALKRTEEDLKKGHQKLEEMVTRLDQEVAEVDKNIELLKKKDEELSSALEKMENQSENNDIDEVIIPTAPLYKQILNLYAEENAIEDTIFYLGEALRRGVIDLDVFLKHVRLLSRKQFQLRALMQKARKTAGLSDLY
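Tsg101 binding domain (10 uM final) was mixed with compound and a FITC-labeled PTAP peptide (50 nM final) in HEPES pH 7.5 buffer with NaCl, Tween 20, EDTA and TCEP; fluorescence polarization was read after 20 min at r.t.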
A-T KAP1 phos: qHTS Assay for Identifying a Potential Treatment of Ataxia-Telangiectasia; Potency, µM (top dose mostly 57.5 µM), without a hit: at the top dose activation, usual class: activators; […] A-T fibroblasts, KAP-1 phosphorylation AlphaLISA; neocarzinostatin DNA damage 30 min before lysis; 320,000 tested, 0.19% active; also: potency is read from the fitted curve at half-maximal effect; % of control where 0% means no effect; nearly all actives have a fitted effect of over 45% in size
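ATM-like activity read as KAP-1 phosphorylation via AlphaLISA donor/acceptor antibody pairs after lysis and 6 hr at 25C. Cells were ATM-null patient fibroblasts ([…], hTERT), dosed 60 min, then exposed to the DSB inducer NCS for 30 min.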
TCR act: Activators of T cell receptors: qHTS campaign | primary human leukocytes, anti-CD3, IL-2 HTRF, 48 h | Potency, µM (top dose mostly 9.22 µM), for the others: at the top dose activation of IL-2 secretion, actives largely listed as activators | 330,000 tested, under 10 active; also: % of control where 0% means no effect
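IL-2 produced over 48 hr by a-CD3 bead-stimulated primary human leukocytes exposed to compounds was detected with a homogeneous time-resolved FRET immunoassay, 665nm acceptor signal after 320nm excitation.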
TSHR antagonist: Antagonists of the Thyroid Stimulating Hormone Receptor: HTS campaign; TSHR-expressing cells, TSH-stimulated cAMP HTRF, 2 h; stronger effect = lower value; activity change, negative = inhibition, % at 11.5 µM; 330,000 tested, 0.2% active; AID 504810, 2011;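 active = activity change below a set negative limit, meaning inhibition stronger than a set level, cut at about -70% in these data; inconclusive = activity change between two set negative limits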; also: % is scaled to controls: 0 for no effect and ±100 for the full control effect
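TSHR-expressing cells, 200/well, pre-treated with compound, then stimulated with EC80 TSH (4nM final) for 2 hours at 37 deg C. cAMP measured by competitive HTRF: anti-cAMP cryptate antibody in lysis buffer plus cAMP-d2, read after 30 minutes at room temperature.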
MBNL1-CUG inh: qHTS Assay for Inhibitors of MBNL1-poly(CUG) RNA binding. 280,000 tested, 0.036% active. Muscleblind-like protein 1 (Homo sapiens), Q9NR56. Potency, µM (doses to about 57.5 µM), inactives show top-dose activity change, negative = inhibition, hits mostly inhibitors. TR-FRET MBNL1-His/biotin-(CUG)12 binding, 665/545 ratio; active = well fitted inhibition curve with a large enough effect in the signal ratio, with a control signal flat, not every such curve was filed as active; inconclusive = small, poorly fitted or top-dose-only effect, or effect the other way, or a change in a side signal; inactive = no such curve, though single readings can be large or run the other way; the % refers to the signal ratio; also: potency is read from the fitted curve at half-maximal effect; % is scaled to controls: 0 for no effect and ±100 for the full control effect
Target sequence (Q9NR56 whole entry, looked up): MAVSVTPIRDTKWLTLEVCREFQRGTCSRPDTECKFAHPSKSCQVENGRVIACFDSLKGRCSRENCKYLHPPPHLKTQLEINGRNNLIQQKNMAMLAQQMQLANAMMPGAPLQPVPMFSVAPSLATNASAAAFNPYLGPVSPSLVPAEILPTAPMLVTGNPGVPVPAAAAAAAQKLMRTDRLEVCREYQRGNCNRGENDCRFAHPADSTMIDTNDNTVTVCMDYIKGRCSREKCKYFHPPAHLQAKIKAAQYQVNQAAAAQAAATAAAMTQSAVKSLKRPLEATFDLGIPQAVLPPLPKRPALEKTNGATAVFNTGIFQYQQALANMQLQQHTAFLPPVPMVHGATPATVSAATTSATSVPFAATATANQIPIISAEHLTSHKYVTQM
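Inhibition of protein-RNA binding appears as loss of TR-FRET between terbium anti-His antibody on MBNL1-His and streptavidin-XL665 on biotin-(CUG)12. Activity is normalized to buffer-only and uninhibited-complex controls.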
ASM inhibitor: Inhibitors of Secretory Acid Sphingomyelinase (S-ASM): qHTS. Sphingomyelin phosphodiesterase (Homo sapiens), P17405. 340,000 tested, 0.006% active. placental ASM, HMU-PC fluorogenic substrate, 60 min. Potency, µM (doses to about 57.5 µM), inactives show top-dose activity change, negative = inhibition, most hits filed as inhibitors; also: potency is read from the fitted curve at half-maximal effect
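Fluorescence read-out (Ex 386 nm, Em 447 nm) after stopping the reaction at pH 10. Enzyme: ASM from human placenta; substrate HMU-PC0, 9 uM final; 60 min, 37 °C. Compound preincubation 10 min, ambient temperature.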
Mito fusion yeast: qHTS Assay for Small Molecule Inhibitors of Mitochondrial Division or Activators of Mitochondrial Fusion; S. cerevisiae fusion-defective mutant growth rescue, CellTiterGlo 48 h; 320,000 tested, 0.23% active; Potency, µM (highest dose often 46.1 µM), for the others: at the top dose growth rescue (activation), actives largely listed as activators;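 also: potency is read from the fitted curve at half-maximal effect; % of control where 0% means no effect; nearly all actives have a fitted effect of over 45% in size; temperature-sensitive fusion mutants such as fzo1-1 at 37 °C on non-fermentable ethanol glycerol medium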
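S. cerevisiae fusion-defective temperature-sensitive mutants (e.g. fzo1-1, mgm1-5) grown 48 h at 37C in YPEG (ethanol/glycerol non-fermentable) medium with 23 nl compound per well; growth rescue read as CellTiterGlo luminescence.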
Integrin act MD: qHTS for Activators of Integrin-Mediated Alleviation for Muscular Dystrophy; alpha7betagal myoblasts, beta-gal FDG fluorescence, 48 h; Potency, µM (titrated, usually from 38.3 µM), for inactives: top-dose activation, hits mostly activators; 350,000 tested, 0.064% active; AID 624291, 2012;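 also: potency is read from the fitted curve at half-maximal effect; 100% = response of the positive control SU9516; nearly all actives have a fitted effect of over 60% in size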
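Alpha7betagal+/- myoblasts (passage 13) were plated 16-24 hr, then exposed to compounds (1:260 dilution of DMSO stock) for 48 hours at 37C. After MPER lysis, β-galactosidase reporter activity was read as FDG fluorescence (ex 480/em 540) after 30 minutes.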
MLL CXXC-DNA inh: qHTS Fluorescence Polarization Assay for Inhibitors of MLL CXXC domain - DNA interaction. MLL-CXXC / FITC-HOXA9 DNA fluorescence polarization. Potency, µM (series often up to 115 µM), for the others: at the top dose activity change, negative = inhibition, usual class: inhibitors. 290,000 tested, 0.037% active. AID 2662, 2010; active = well fitted inhibition curve with a large enough effect in the polarisation, with a control signal flat, not every such curve was filed as active; inconclusive = small, poorly fitted or top-dose-only effect, or effect the other way, or a change in a side signal; inactive = no such curve, though single readings can be large or run the other way; the % refers to the polarisation; also: potency is read from the fitted curve at half-maximal effect
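Fluorescence polarization: 7 uM MLL-CXXC (stock) preincubated 5 min with compounds, then 50 nM fluorescein-HOX-A9 DNA (stock) added; 30 min ambient. Buffer 50 mM Tris-HCl pH 7.5, 50 mM NaCl, 1 mM DTT, 0.05% BSA.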
* hit, by the source's call; ? = inconclusive; . = not tested or not shown; [ ] = remark or other dose. Unless noted, calls follow the shape of the dose curve; as a rule, active = well fitted curve in the direction sought with a large enough effect; inconclusive = small, poorly fitted or top-dose-only effect, or another doubt; inactive = no such curve, though single readings can be large; an effect the other way counts as inactive or inconclusive.

Each structure is followed by: Menin-MLL TR inh, TSG101-PTAP inh, A-T KAP1 phos, TCR act, TSHR antagonist, MBNL1-CUG inh, ASM inhibitor, Mito fusion yeast, Integrin act MD, MLL CXXC-DNA inh
Cc1ccc(N2CC(C(=O)NC3=NCCS3)CC2=O)cc1C (stereo not drawn)
  3%, -5%, -1%, -22%[46.1 µM], 3, -6%, 0%, 0%, -23%, 3%
CC(C)NC(=O)Cn1c(=O)cnc2ccccc21
  16%, 0%, 11%, -7%[46.1 µM], -8, -11%, 4%, -2%, 21%, -1%
COc1ccc(/C=C/C(=O)OCCNC(=O)c2ccncc2)cc1OC
  6%, -2%, 2%, ., -8, 7%, -2%, -4%, -17%, 7%
Clc1cccc(-c2ccnc3nc(-n4cccc4)nn23)c1
  17%, -6%, -2%, 0%, -21, 34%[activator], -4%, 9%, 20%, 23%
CN(CC(=O)Nc1cc(Cl)ccc1Cl)C1CCS(=O)(=O)C1 (stereo not drawn)
  ., -8%, 17%, 0%, -9, ., 1%, -6%, 18%, .
O=C1C=CC(=O)N1c1ccc2c(c1)C(NC(=O)C(F)(F)F)c1ccccc1-2 (stereo not drawn)
  ., -2%, ., 0%, ., ., -1%, ., -59%[inhibitor], .
COc1ccc(C(=O)COC(=O)CCn2nnc(-c3cccs3)n2)cc1
  18%, -1%, -3%, 20%, -4, 1%, -4%, -8%, 17%, 15%
CN(CC(=O)Nc1ccccc1Cl)C(=O)COC(=O)CSc1ccc(Cl)cc1
  ., -6%, -2%, -7%, 5, ., -4%, 4%, 1%, .
Cc1ccc(C2=NCCn3c2c2ccc(C(F)(F)F)cc2[n+]3[O-])cc1
  ., -1%, ?, 1%, 1, ., -3%, 12%, -14%, .
COc1ccc(N2CC(NC(=O)N3CCc4ccccc43)CC2=O)cc1OC (stereo not drawn)
  -5%, 0%, -2%, 3%, -1, -7%, 2%, -10%, -27%, -5%
CCOC(=O)[C@@H]1[C@H]2COc3cc(OC)ccc3[C@H]2N2C(=O)N(c3ccc(Cl)cc3)C(=O)[C@]12C
  ., -2%, 5%, 0%, -9, ., -6%, ., 1%, .
CCOC(=O)C1CCN(C(=O)C2CCN(c3nn4c(=O)cc(C)nc4s3)CC2)CC1
  ., -7%, 1%, 1%, 17, 1%, 5%, -2%, 16%, 5%
COc1ccccc1CNc1nc(S(=O)(=O)c2ccccc2)c(Cl)s1
  -7%, -3%, 7%, 0%[46.1 µM], -16, 5%, -4%, 25%, 6%, 7%
O=S(=O)(Nc1ncnc2scc(-c3ccc(F)cc3)c12)c1cc(F)ccc1F
  ., -2%, 5%, -2%, -5, -6%, 7%, 21%, 1%, -2%
CCCCC(=O)N(c1ccc(C)c(C)c1)C1C=CS(=O)(=O)C1 (stereo not drawn)
  -22%, -5%, 5%, -1%, -4, -5%, 6%, 0%, -9%, -6%
C/C(=N\NC(=O)c1sccc1C)c1cccnc1
  1%, -2%, -1%, 0%, -10, 9%, 6%, 0%, 23%, -1%
COc1ccc(C(=O)OCCN2CCOCC2)cc1
  -21%, -4%, 1%, -1%[46.1 µM], 3, -8%, 2%, -3%, 6%, -2%
Cc1cc(-c2ccccc2)nc(N/N=C/c2ccco2)n1
  30%, -1%, -7%, ., 2, ?, 0%, -10%, -22%[7.66 µM], -4%
CN(C)CCCN(C(=O)c1cc2cc([N+](=O)[O-])ccc2s1)c1nc2cc3c(cc2s1)OCCO3
  ., 3%, -5%, 2%, -11, ., -15%, -9%, -54%[inhibitor], .
CCOc1ccc(N2C(=O)S/C(=C\c3ccc(O)c(OCC)c3)C2=O)cc1
  ., 29%, -5%, 7%, -14, -9%, -12%, 1%, -63%[inhibitor], 37%[activator]
CC(=O)N(CC(C)C(=O)O)c1c(I)cc(I)c(N)c1I (stereo not drawn)
  ., -5%, -2%, 3%, -6, ., 0%, 4%, ., .
COc1ccccc1Cc1nnc(NC(=O)C2CCN(C(=O)c3ccco3)CC2)s1
  -1%, -3%, -6%, -3%, -8, -7%, -4%, 5%, -7%, 11%
O=C(CSc1nc(-c2ccccc2)c(-c2ccccc2)[nH]1)N1CCN(S(=O)(=O)c2ccccc2)CC1
  13%, -1%, -1%, 5%, -4, 1%, -8%, 0%, 20%, 32%[activator]
Cc1ccc(Oc2cc(NN3CCCCC3)c([N+](=O)[O-])cc2[N+](=O)[O-])c(Cl)c1
  28%, -1%, 4%, 9%, -6, -4%, -6%, 3%, -4%, 7%
CS(=O)(=O)N1N=C(c2ccco2)CC1c1ccc(Br)cc1 (stereo not drawn)
  4%, -6%, 2%, -1%[46.1 µM], 15, 17%, 0%, 0%, -7%, 6%
CCc1c(C)nc(SCC(=O)NC2CCCC2)[nH]c1=O
  -30%, 1%, -3%, 3%, 7, -3%, 2%, -2%, 15%, -6%
COc1cccc(CC(=O)Nc2ccc(F)c(S(=O)(=O)N3CCOCC3)c2)c1
  ., -2%, ., 2%, ., ., 3%, ., 27%, .
CCCC1(C(=O)OCC)NC(c2ccc(N(C)C)cc2)C2C(=O)N(c3ccccc3)C(=O)C21 (stereo not drawn)
  -24%, -3%, -3%, 1%[46.1 µM], 5, -4%, 12%, -1%, 20%, -3%
Cc1nc2ccccc2c(=O)n1/N=C/c1cn[nH]c1-c1ccccc1
  ., 0%, 5%, -3%, -4, -6%, -3%, 2%, ?, 1%
O=C(NCc1ccncc1)c1ccc(Oc2ccccc2)cc1
  -12%, -2%, -4%, 0%, -13, -4%, 2%, -6%, -37%, 7%
Cn1nc(-c2ccccc2)c2cc(C(=O)O)sc21
  7%, 4%, -2%, 2%, -6, -3%, -13%, 10%, -35%, -6%
Cn1c(CCNC(=O)c2ccco2)nc2cc(NC(=O)NC3CCCCC3)ccc21
  -16%, -1%, 1%, 0%, -3, 4%, -3%, -5%, -20%, 16%
CC(C(=O)N=c1sc2ccccc2n1C)N1C(=O)C2CC=CCC2C1=O (stereo not drawn)
  9%, -3%, 9%, -5%, 20, 3%, -2%, 0%, -21%[7.66 µM], -2%
CCOc1ccc2[nH]c3c(NCCN(CC)CC)ncnc3c2c1
  -2%, 1%, 2%, -9%, -2, -10%, 19%, 1%, ?, 14%
CCn1c(SCC(=O)Nc2nc3ccccc3s2)nnc1-c1ccc(Br)cc1
  -8%, -1%, 1%, -2%, 8, 0%, 0%, 2%, 16%, 7%
COc1ccc(C(=O)NCC(=O)N/N=C/c2cccnc2)cc1
  1%, -6%, 5%, -1%, 10, 16%, -3%, -6%, 32%, 2%
Cc1cccc(-c2nnc(SCC#N)n2-c2cccc(Cl)c2)c1
  -11%, -4%, ., 4%[46.1 µM], -8, -12%, -3%, -8%, 10%, -1%
Cc1csc(N2C(=O)C3C4CCC(O4)C3C2=O)n1 (stereo not drawn)
  ., 0%, ., -2%, ., ., 0%, ., -21%, .

Compound profiles, from the list above:
Entry for Cn1c(CCNC(=O)c2ccco2)nc2cc(NC(=O)NC3CCCCC3)ccc21 : Menin-MLL TR inh = -16%; TSG101-PTAP inh = -1%; A-T KAP1 phos = 1%; TCR act = 0%; TSHR antagonist = -3; MBNL1-CUG inh = 4%; ASM inhibitor = -3%; Mito fusion yeast = -5%; Integrin act MD = -20%; MLL CXXC-DNA inh = 16%
Entry for COc1ccc(C(=O)NCC(=O)N/N=C/c2cccnc2)cc1 : Menin-MLL TR inh = 1%; TSG101-PTAP inh = -6%; A-T KAP1 phos = 5%; TCR act = -1%; TSHR antagonist = 10; MBNL1-CUG inh = 16%; ASM inhibitor = -3%; Mito fusion yeast = -6%; Integrin act MD = 32%; MLL CXXC-DNA inh = 2%

Not all compounds are listed, so the mix of outcomes need not match the whole.
